MITF primary = blocks human microphthalmia-associated transcription factor; inhibition, % at 2.6 µM; AID 1259374; actives 0.91% (n = 650,000); O75030; AlphaScreen MITF homodimerization, bead proximity signal; in the data active = inhibition above about 50%;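 also: 0% = vehicle wells with protein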
TEAD-YAP inh = TEAD-YAP interaction inhibition; AID 1259422; HEK-TIYL cells, TEAD-Gal4/YAP UAS-luciferase luminescence; actives 1.4% (n = 640,000); inhibition, % at 9.12 µM; in the data active = inhibition above about 32%;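 also: 0% = median of test compound wells and 100% = reference inhibitor wells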
FBW7 activator = human FBW7 E3 ligase activation, primary screen; Q969H0; AlphaScreen FBW7–phospho-cyclin E peptide binding, activator screen; normalized activity (activation), % at 26.1 µM; actives 0.13% (n = 650,000); in the data active = normalized activity above about 1.9%;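 also: purified mutant Fbw7 with reduced substrate affinity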
Target sequence (Q969H0 whole entry, looked up): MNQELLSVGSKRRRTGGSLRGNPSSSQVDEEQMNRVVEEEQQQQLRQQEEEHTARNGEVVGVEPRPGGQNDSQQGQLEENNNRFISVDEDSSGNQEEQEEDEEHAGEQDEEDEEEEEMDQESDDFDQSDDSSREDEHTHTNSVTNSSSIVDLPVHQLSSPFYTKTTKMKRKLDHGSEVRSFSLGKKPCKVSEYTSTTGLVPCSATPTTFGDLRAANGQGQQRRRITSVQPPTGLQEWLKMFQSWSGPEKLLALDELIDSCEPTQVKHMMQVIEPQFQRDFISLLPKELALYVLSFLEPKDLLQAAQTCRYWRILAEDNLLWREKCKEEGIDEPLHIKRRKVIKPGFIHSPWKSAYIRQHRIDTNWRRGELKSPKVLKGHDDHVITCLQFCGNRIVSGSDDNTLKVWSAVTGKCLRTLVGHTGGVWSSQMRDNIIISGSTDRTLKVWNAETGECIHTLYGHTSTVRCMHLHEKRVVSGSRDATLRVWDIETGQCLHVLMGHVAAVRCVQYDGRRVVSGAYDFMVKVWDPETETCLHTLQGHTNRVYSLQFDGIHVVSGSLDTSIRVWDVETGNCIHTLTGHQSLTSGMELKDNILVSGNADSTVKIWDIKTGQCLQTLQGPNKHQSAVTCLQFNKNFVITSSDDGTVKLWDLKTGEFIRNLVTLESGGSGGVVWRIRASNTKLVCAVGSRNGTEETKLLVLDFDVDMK
GPR151 ag = activators of human GPR151; actives 1% (n = 650,000); AID 1508602; PathHunter beta-arrestin GPR151 cells, luminescence; Q8TDV0; activation, % at 11.2 µM; in the data active = activation above about 4.9%;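 also: 0% = median of compound wells and 100% = cells with positive control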
Target sequence (Q8TDV0 whole entry, looked up): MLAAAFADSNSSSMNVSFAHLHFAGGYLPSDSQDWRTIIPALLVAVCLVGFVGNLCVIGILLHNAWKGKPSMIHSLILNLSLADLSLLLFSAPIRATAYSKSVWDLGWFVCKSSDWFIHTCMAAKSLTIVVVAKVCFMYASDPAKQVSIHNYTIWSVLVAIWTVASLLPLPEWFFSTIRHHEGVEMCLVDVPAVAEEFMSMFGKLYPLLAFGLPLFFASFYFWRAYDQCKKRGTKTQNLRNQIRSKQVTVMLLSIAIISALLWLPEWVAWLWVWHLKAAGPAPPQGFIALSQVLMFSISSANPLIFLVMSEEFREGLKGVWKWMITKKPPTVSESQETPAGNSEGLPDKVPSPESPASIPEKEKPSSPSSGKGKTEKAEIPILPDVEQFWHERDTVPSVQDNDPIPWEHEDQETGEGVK
An asterisk follows results filed as active; . = not tested or not shown.

cpd | Molecule | MITF primary | TEAD-YAP inh
1 | Nc1ccc2ccccc2c1-c1c(N)ccc2ccccc12 | -5 | 9
2 | CCCCn1c(=O)n(-c2cccc(C(C)=O)c2)c(=O)c2c3c(sc21)CN(C(C)=O)CC3 | -5 | 9
3 | COc1ccc(C2=NN3C(C2)c2cc(Cl)ccc2OC3c2ccc(OC)cc2)cc1 (stereo unspecified) | 2 | -52
4 | O=C(N/N=C/c1cccnc1)c1cccs1 | 7 | -54
5 | CCN(CC)Cc1c(C(=O)OC(C)C)nnn1-c1nonc1N | 9 | 6
6 | C/C(=N/Nc1ccc([N+](=O)[O-])cc1)c1cccc(N)c1 | 3 | -25
7 | CCCSc1nnc(-c2c[nH]c3ccccc23)n1C | -4 | -44
8 | CCOc1ccccc1C(=O)Oc1coc(CSc2nc(C)cs2)cc1=O | -15 | 2

cpd | FBW7 activator | GPR151 ag
1 | -0.1 | 0.4
2 | -0.2 | -0.2
3 | 0.1 | -0.7
4 | -0.1 | -1.0
5 | -0.2 | -0.1
6 | 0.0 | 0.2
7 | 0.9 | -0.8
8 | -0.1 | 1.2

(list continues)
cpd | Molecule | MITF primary | TEAD-YAP inh
9 | COc1ccc(/C=C2\N=C(c3cc([N+](=O)[O-])ccc3Cl)OC2=O)c(OC)c1 | 15 | 4
10 | Cc1ccc(S(=O)(=O)NCCc2cn3cccc(C)c3n2)c(C)c1 | -6 | -6
11 | CCOC(=O)c1c(CSc2nc(CC(C)C)ccc2C#N)n(C)c2cc(Br)c(OC(C)=O)cc12 | 5 | 7
12 | CC(=O)C(C(C)=O)C(NC(=O)c1ccc(C)cc1)(C(F)(F)F)C(F)(F)F | 2 | -5
13 | COC(=O)c1ccc(NC(=O)COc2ccc(Br)cc2)cc1 | 15 | -1
14 | CC1CCN(Cc2ccc(NC(=O)Nc3cccs3)cc2)CC1 | -4 | 7
15 | Cc1sc2nc(SCC(=O)NCC3CCCO3)n(-c3ccc(F)cc3)c(=O)c2c1C (stereo unspecified) | 3 | 7
16 | O=C(C1CCN(C2CCN(C/C(Cl)=C/c3ccccc3)CC2)CC1)N1CCOCC1 | 11 | 1

cpd | FBW7 activator | GPR151 ag
9 | 0.0 | 1.0
10 | 0.0 | 0.4
11 | -0.1 | 0.3
12 | 0.6 | 1.2
13 | 0.1 | -1.3
14 | -0.2 | 1.0
15 | -0.1 | 2.8
16 | -0.1 | 1.6

The list continues.
cpd | Molecule | MITF primary | TEAD-YAP inh
17 | COC(=O)C(C)NC(=O)C1CCCN1S(=O)(=O)c1cc(C)c(Cl)cc1C (stereo unspecified) | 8 | -4
18 | O=C1Nc2cc(C(=O)N3CCN(c4cccc(Cl)c4)CC3)ccc2Sc2ccccc21 | -15 | 4
19 | CN(C)c1ccc(Nc2nc(-c3ccc(Cl)c(Cl)c3)cs2)cc1 | 5 | -28
20 | O=C(CSc1nnc(NC(=O)c2ccco2)s1)Nc1ccc2c(c1)OCO2 | -9 | 4
21 | COC(=O)c1ccc(NC(=O)Cn2cnc3c(cnn3-c3ccccc3C)c2=O)cc1 | 6 | 18
22 | CCCC1CCC(C2=N/C(=C\c3ccc(OC)c(OC)c3)C(=O)O2)CC1 (stereo unspecified) | -3 | 2
23 | COc1ccccc1NCC(=O)N/N=C/c1cccc(Br)c1 | 16 | 3
24 | O=C1CCCC2=C1C(c1ccc(O)cc1)c1c([nH]c(=O)[nH]c1=O)N2 (stereo unspecified) | 7 | 5

cpd | FBW7 activator | GPR151 ag
17 | 0.3 | -1.4
18 | 0.2 | 0.5
19 | 0.0 | 3.2
20 | 0.0 | 2.8
21 | 0.0 | 0.6
22 | -0.1 | 0.0
23 | 0.0 | -0.6
24 | 0.0 | 1.8

Following part.
cpd | Molecule | MITF primary | TEAD-YAP inh
25 | O=C(Nc1c(F)cc(F)cc1Br)c1ccncc1 | 13 | 1
26 | COc1ccccc1NC(=O)N1CCN(c2c3c(nc4ncnn24)CC(C)CC3)CC1 (stereo unspecified) | 2 | 9
27 | COC(=O)C1=C(NC(=O)c2ccc(F)cc2)CCS1 | -8 | -9
28 | CC(C)CSc1ccc(S(=O)(=O)NCC(=O)NC2CCCCC2)cc1[N+](=O)[O-] | 8 | 4
29 | CCCC(=O)N1c2ccccc2-c2nnc(SC)nc2OC1c1ccc(C(=O)OC)cc1 (stereo unspecified) | 6 | 3
30 | Cc1ccc2nc(-c3cccc(NC(=O)COc4ccc(Br)cc4)c3)oc2c1 | 0 | -9
31 | O=C(/C=C/c1ccc([N+](=O)[O-])cc1)NNC(=O)C1CC1 | 9 | 5
32 | Cc1sc(N2C(=O)c3ccccc3C2=O)c(C#N)c1C | -7 | -2

cpd | FBW7 activator | GPR151 ag
25 | 0.0 | 0.3
26 | 0.1 | -0.4
27 | 0.1 | -1.0
28 | 0.4 | 3.0
29 | 0.1 | -1.3
30 | 0.1 | 1.0
31 | 0.3 | 1.4
32 | 0.3 | 0.8

Compound profiles, from the list above. Screens in order: MITF primary	TEAD-YAP inh	FBW7 activator	GPR151 ag
Shown for COc1ccccc1NC(=O)N1CCN(c2c3c(nc4ncnn24)CC(C)CC3)CC1 (stereo unspecified) = 2	9	0.1	-0.4
Shown for O=C(/C=C/c1ccc([N+](=O)[O-])cc1)NNC(=O)C1CC1 = 9	5	0.3	1.4
Shown for Cc1ccc2nc(-c3cccc(NC(=O)COc4ccc(Br)cc4)c3)oc2c1 = 0	-9	0.1	1.0
Shown for CC(C)CSc1ccc(S(=O)(=O)NCC(=O)NC2CCCCC2)cc1[N+](=O)[O-] = 8	4	0.4	3.0

Following part
cpd | Molecule | MITF primary | TEAD-YAP inh
33 | CC(=O)NC1=NC(=O)/C(=C\c2ccc(Cl)cc2)S1 | 4 | -12
34 | NNC(=O)c1ccc(Oc2ccc(O)cc2)cc1 | -2 | -1
35 | CCc1cc2c(nc1CC)CCN(CC/C(C)=N/OC[C@@H](O)[C@H]1O[C@@H]3OC(C)(C)O[C@@H]3[C@H]1O)C2 | 13 | .
36 | FC(F)(F)c1cccc(Nc2ncnc3ccc(Br)cc23)c1 | -4 | 13
37 | N#C/C(=C\c1sc(N2CCOCC2)nc1-c1ccccc1)c1ccccn1 | 7 | -3
38 | COc1cc2nc(Nc3ccc(N4CCOCC4)cc3)nc(Nc3cc(OC)c(OC)c(OC)c3)c2cc1OC | 17 | 10
39 | COc1ccc(CN(C)c2ncnc(N)n2)cc1 | -8 | -19
40 | O=S(=O)(c1ccc(F)cc1F)N1CCN(Cc2nnnn2-c2cccc(F)c2)CC1 | 6 | -1

cpd | FBW7 activator | GPR151 ag
33 | 0.1 | -1.2
34 | 0.1 | -1.8
35 | 0.0 | -2.3
36 | 0.0 | 0.0
37 | 0.1 | 1.2
38 | -0.3 | 0.9
39 | -0.1 | 2.0
40 | 0.6 | -1.6

Other results follow.
cpd | Molecule | MITF primary | TEAD-YAP inh
41 | O=C(Cn1cnc2c(cnn2-c2ccccc2)c1=O)Nc1cccc2ccccc12 | 12 | 18
42 | O=C(NC12CC3CC(CC(C3)C1)C2)C1CCCN1S(=O)(=O)c1ccccc1 (stereo unspecified) | 8 | 6
43 | COc1cc(OC)c(NC(=O)Cn2c3ccccc3c(=O)c3ccccc32)cc1Cl | 0 | 11
44 | Cc1nc(SCC(N)=O)c2c(=O)n(C)c(=O)n(C)c2n1 | 16 | -7
45 | CC(C)(C)NC(=O)c1cc(-c2ccccc2)n[nH]1 | 1 | 1
46 | Cc1cccc(-c2noc(CN(C(=O)c3ccc([N+](=O)[O-])cc3)C(C)C)n2)c1 | 13 | -2
47 | Cc1cc(C)n(CCNC(=O)CSCc2ccccc2)n1 | -5 | 7
48 | COC(=O)c1cnn(C(=O)c2ccccc2Br)c1N | 9 | -1

cpd | FBW7 activator | GPR151 ag
41 | 1.1 | -1.1
42 | -0.1 | 0.7
43 | -0.1 | -0.1
44 | 0.2 | 1.2
45 | 0.0 | 0.3
46 | 0.0 | -0.5
47 | 0.0 | 1.7
48 | 0.1 | 1.9

Next section
cpd | Molecule | MITF primary | TEAD-YAP inh
49 | O=S(=O)(NNC(=S)NCc1ccco1)c1cc(Cl)ccc1Cl | 20 | 3
50 | CC1=CC2=NC(=O)/C(=C\c3ccc([N+](=O)[O-])o3)C(=N)N2O1 | 65* | 4
51 | C[C@H](N)COc1ncccc1C(=O)Nc1ccc2[nH]ncc2c1 | 11 | -4
52 | Cc1ccc(C(=O)C2=C(O)C(=O)N(Cc3cccnc3)C2c2ccccc2)o1 (stereo unspecified) | -23 | 0
53 | COc1ccccc1N1CCN(C(=O)C(C)c2ccc([N+](=O)[O-])cc2)CC1 (stereo unspecified) | 3 | 2
54 | O=c1[nH]c2ccccc2n1CN1CCc2ccccc2C1 | 51* | -1
55 | CC(=O)Nc1cnn(-c2ccc(C(=O)N(C)Cc3nc(-c4ccccc4)cs3)cc2)c1 | -12 | -1
56 | NNC(=O)c1cccc(S(=O)(=O)N2CCCCC2)c1 | -9 | 0

cpd | FBW7 activator | GPR151 ag
49 | -0.2 | 0.0
50 | -0.1 | 0.9
51 | -0.1 | 0.0
52 | 0.1 | -0.7
53 | -0.3 | 0.8
54 | 0.3 | 0.8
55 | -0.2 | -0.7
56 | 0.2 | -0.3

(more compounds)
cpd | Molecule | MITF primary | TEAD-YAP inh
57 | CCOC(=O)C1=C(O)c2ccccc2C1=O | 8 | 1
58 | CCOC(=O)c1ccccc1NC(=O)COC(=O)Cn1cc(C(F)(F)F)ccc1=O | 8 | 12
59 | O=C(Nc1cccc(Cl)c1Cl)N[C@H]1C[C@H]2C(=O)N[C@H](Cc3ccccc3)C(=O)N2C1 | 19 | 10
60 | COc1ccc(-c2nc3cccc(C)c3nc2-c2ccc(OC)cc2)cc1 | -11 | -9
61 | O=C(O)C(Cc1ccccc1)P(=O)(O)CN1CCOCC1 (stereo unspecified) | 14 | -1
62 | Cc1ccc2onc(CNC(=O)N3CCN(C)CC3)c2c1 | -4 | 0
63 | CCOC(=O)c1sc2ncnc(N3CCN(c4ccccc4)CC3)c2c1C | 5 | -15
64 | CCOc1ccccc1NC(=O)c1sc2nc(C)nc(N3CCCCC3)c2c1C | 4 | 8

cpd | FBW7 activator | GPR151 ag
57 | 0.1 | 2.2
58 | 0.0 | -0.5
59 | 0.3 | -0.2
60 | 0.1 | -0.2
61 | 0.0 | 1.2
62 | -0.1 | -0.3
63 | -0.1 | -0.7
64 | 0.1 | 0.3

The listing continues:
cpd | Molecule | MITF primary | TEAD-YAP inh
65 | NC(=O)c1ccccc1Nc1cc(NC(=O)Cc2ccc3ccccc3c2)ncc1C(F)(F)F | 2 | 93*
66 | COc1cccc(C(=O)N2CCC(c3ccccc3)CC2)c1 | -10 | -19
67 | C=CCN(C)C(=O)c1cnc2scc(-c3ccc(OC)cc3)n2c1=O | 8 | -2
68 | CCCC(=O)N(c1ccc2oc(C)c(C(C)=O)c2c1)S(=O)(=O)c1ccc(OC)cc1 | 1 | 1
69 | Nc1nonc1-n1cc(CCl)nn1 | -10 | 0
70 | Cc1ccc(/C=N/NC(=O)C(=O)Nc2c(C)cccc2C)o1 | 2 | 6
71 | O=C(Nc1c(F)cccc1F)N1CCC(Cn2c(COc3ccccc3)nc3ccccc32)CC1 | 2 | 3
72 | Cc1nn(-c2ccccc2)c2nc(-c3ccncc3)cc(C(=O)O)c12 | 5 | 11

cpd | FBW7 activator | GPR151 ag
65 | 0.1 | -2.2
66 | 0.0 | -1.2
67 | -0.1 | -0.9
68 | 0.0 | 0.4
69 | -0.2 | 0.3
70 | 0.0 | -0.3
71 | -0.2 | 0.6
72 | -0.1 | -0.8

(further entries)
cpd | Molecule | MITF primary | TEAD-YAP inh
73 | O=C(CSc1nnc(NC(=O)C23CC4CC(CC(C4)C2)C3)s1)Nc1ccccc1 | -16 | -10
74 | O=C1NC(=O)N(c2ccc(C(=O)O)cc2)C(=O)/C1=C/c1ccc2c(c1)OCO2 | -10 | 3
75 | CCCCCC(=O)N/N=C/c1ccc([N+](=O)[O-])cc1 | 0 | 10
76 | CC(=O)c1sc(Nc2cccc3ccccc23)nc1C | 1 | -24
77 | CCCCNC1=CC(=O)CC(C)(C)C1 | 7 | -9
78 | COc1cc(SC)ccc1C(=O)OCC(=O)Nc1ccc(C(N)=O)cc1 | 9 | -5
79 | CCOC(=O)c1c(NC(=O)CSc2nnc(CNC(=O)c3c(F)cccc3Cl)n2-c2ccccc2OC)sc2c1CCC2 | 12 | -4
80 | CCOc1cc2c(cc1OCC)C1C(C(=O)NC(C)C)c3ccccc3C(=O)N1CC2 (stereo unspecified) | 8 | 8

cpd | FBW7 activator | GPR151 ag
73 | 0.0 | -0.8
74 | -0.3 | 2.7
75 | -0.1 | -1.1
76 | -0.2 | 0.5
77 | 0.3 | -0.5
78 | 0.1 | -0.4
79 | 0.2 | -0.7
80 | 0.2 | 2.2

Further compounds.
cpd | Molecule | MITF primary | TEAD-YAP inh
81 | CCOc1ccc(S(=O)(=O)Nc2ccc(F)c(F)c2F)cc1 | 2 | 1
82 | COc1cc(-c2cc(C(=O)O)c3cc4c(cc3n2)OCCO4)ccc1O | 6 | -6
83 | COC(C(=O)N/N=C/c1cc2c(cc1Br)OCO2)c1ccccc1 (stereo unspecified) | 24 | -7
84 | COc1ccc(C2=NN(c3nc(-c4ccc(C)cc4)c4ccccc4n3)C(c3cccc([N+](=O)[O-])c3)C2)cc1 (stereo unspecified) | -10 | 8
85 | CCOC(=O)c1c(NC(=O)CNCCOC)sc2c1CC(C)(C)NC2(C)C | 41 | 20
86 | Cc1ccc(C(=O)NCc2ccc3c(c2)OCO3)cc1S(=O)(=O)N1CCCCCC1 | -6 | 3
87 | Cc1ccccc1Nc1nnc(-c2ccc(C)c(S(=O)(=O)N3CCCCC3)c2)c2ccccc12 | -3 | -6

cpd | FBW7 activator | GPR151 ag
81 | 0.0 | -0.5
82 | 0.3 | 0.7
83 | 0.5 | -0.8
84 | 0.1 | 1.1
85 | 0.8 | 1.2
86 | 0.1 | 0.7
87 | 0.0 | 2.2
